Screening data from PubChem.
Pol iota inh: DNA polymerase iota (human) inhibition; Q9UNA4; Pol iota fluorescent replication assay, 10 min; Potency, µM (titrated, usually from 115 µM), inactives show top-dose activity, negative = inhibition, usual class: inhibitors; 1% of 390,000 active; AID 588590
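Fluorescent replication assay read twice, at 0 min and 10 min after adding 50 nM (final) substrate. Enzyme (10 nM) and compounds were first incubated 15 min at room temperature; enzyme-free buffer wells were negative controls.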
JMJD2A Tudor: JMJD2A Tudor domain (human) inhibition; O75164; AlphaScreen JMJD2A-Tudor / H3K4me3 peptide binding; Potency, µM (series often up to 114 µM), inactives show at the highest dose activity change, negative = inhibition, usual class: inhibitors; 4.4% of 390,000 active; AID 504339; note: % is set by controls: 0 for no effect and ±100 for the full control effect; nearly all actives have a fitted effect of over 50% in size
HP1b binding inh: inhibitors of HP1-beta chromodomain binding to methylated histone tails; P83916; AlphaScreen HP1-beta / biotin-H3K9me3 peptide binding; Potency, µM (top dose mostly 114 µM), for the others: top-dose activity change, negative = inhibition, most hits filed as inhibitors; 0.56% of 390,000 active; AID 540317; note: nearly all actives have a fitted effect of over 70% in size; inactives centre near 23
Target sequence (P83916 whole entry, looked up): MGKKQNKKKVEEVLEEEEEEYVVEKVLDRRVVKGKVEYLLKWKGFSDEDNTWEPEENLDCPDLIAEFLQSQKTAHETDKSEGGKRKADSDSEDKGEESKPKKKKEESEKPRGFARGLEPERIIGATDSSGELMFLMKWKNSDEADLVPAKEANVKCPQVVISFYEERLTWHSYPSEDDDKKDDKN
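Compound inhibition of the preformed complex between 50 nM HP1-beta and 50 nM biotinylated H3K9me3 peptide was read by AlphaScreen. Buffer was PBS pH 7.4 with 0.01% Tween-20. Incubations ran 30 min at room temperature, with 10 ug/mL donor/acceptor beads.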
Pin1 inh: human Pin1 inhibition; 0.009% of 390,000 active; Pin1 FP peptide displacement, HiFluor488, 10 min; AID 504891; Q13526; Potency, µM (highest dose often 115 µM), for inactives: at the highest dose activity, negative = inhibition, most hits filed as inhibitors; active = well fitted inhibition curve with a large enough effect in the polarisation, with a control signal flat, not every such curve was filed as active; inconclusive = small, poorly fitted or top-dose-only effect, or effect the other way, or a change in a side signal; inactive = no such curve, though single readings can be large or run the other way; the % refers to the polarisation; note: % is set by controls: 0 for no effect and ±100 for the full control effect
Target sequence (Q13526 whole entry, looked up): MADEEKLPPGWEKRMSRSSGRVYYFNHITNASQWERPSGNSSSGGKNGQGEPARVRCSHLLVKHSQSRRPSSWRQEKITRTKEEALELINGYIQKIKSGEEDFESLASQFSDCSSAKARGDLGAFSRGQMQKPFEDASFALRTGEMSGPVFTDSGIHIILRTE
BLM inh: inhibitors of human Bloom syndrome helicase BLM. recombinant BLM DNA unwinding, fluorescence dequenching. Potency, µM (top dose mostly 56.1 µM), without a hit: at the top dose activity change, negative = inhibition, hits mostly inhibitors. 0.2% of 350,000 active;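 note: plate controls were vehicle for no effect and no enzyme for full effect; nearly all actives have a fitted effect of over 35% in size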
BAZ2B inh: BAZ2B (human) inhibition. AlphaScreen BAZ2B-H3K14Ac peptide displacement. Potency, µM (doses to about 114 µM), for inactives: at the highest dose activity change, negative = inhibition, usual class: inhibitors. 4.4% of 360,000 active; note: % is set by controls: 0 for no effect and ±100 for the full control effect; nearly all actives have a fitted effect of over 60% in size
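AlphaScreen luminescence quantifies BAZ2B engagement of H3K14Ac peptide; the protein and biotinylated peptide are both at 50 nM final, buffer PBS pH 7.4 with 0.01% Tween-20, all steps at room temperature.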
G9a block: G9a (human) methyltransferase inhibition; Potency, µM (top dose mostly 102 µM), inactives show at the highest dose activity, negative = inhibition, actives largely listed as inhibitors; Q96KQ7; 8.8% of 350,000 active; AID 504332; G9a H3K9 monomethylation, AlphaScreen, 2 h; note: % is set by controls: 0 for no effect and ±100 for the full control effect; nearly all actives have a fitted effect of over 75% in size
Target sequence (Q96KQ7 913-1193 limits assumed): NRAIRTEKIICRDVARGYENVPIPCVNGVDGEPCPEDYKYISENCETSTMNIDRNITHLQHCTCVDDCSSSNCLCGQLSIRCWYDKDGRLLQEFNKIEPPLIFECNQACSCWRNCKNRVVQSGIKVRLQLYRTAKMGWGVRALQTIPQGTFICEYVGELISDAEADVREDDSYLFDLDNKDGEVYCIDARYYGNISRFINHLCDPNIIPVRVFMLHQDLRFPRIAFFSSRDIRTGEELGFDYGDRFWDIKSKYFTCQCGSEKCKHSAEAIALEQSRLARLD
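G9a (20 nM) preincubated 15 min RT with compounds, then 500 nM biotinylated H3K9 peptide and 20 uM SAM added; 2 h RT reaction. Monomethyl-H3K9 product detected by AlphaScreen with anti-H3K9me1 antibody, streptavidin donor and anti-rabbit IgG acceptor beads.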
PGK inhibitor: blocks T. brucei phosphoglycerate kinase; P07378; PGK/GAPDH coupled, Kinase-Glo luminescence, 60 min; Potency, µM (doses to about 57.5 µM), without a hit: at the top dose activity change, negative = inhibition, most hits filed as inhibitors; 0.043% of 380,000 active; AID 602233; note: % is set by controls: 0 for no effect and ±100 for the full control effect; nearly all actives have a fitted effect of over 60% in size
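Recombinant glycosomal PGK reaction used 1,3-bisphosphoglycerate generated in-well by GAPDH (100nM final) in 100mM TEA pH 7.6, 5mM MgCl2, 0.01% Tween-20. After 60 minutes at room temperature, ATP was read by Kinase-Glo Plus luminescence end-point.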
GLS inh: glutaminase GLS (human) inhibition; O94925; GLS enzymatic activity, qHTS titration; Potency, µM (titrated, usually from 45.5 µM), without a hit: at the top dose activity change, negative = inhibition, most hits filed as inhibitors; 0.21% of 410,000 active; note: % is set by controls: 0 for no effect and ±100 for the full control effect
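hKGA in 45 mM KH2PO4 (pH 8.2), 0.02% Tween-20 with compound, then 1mM L-Glutamine (stock as added) plus glutamate oxidase/HRP/Amplex red coupling mix. Fluorescence read initially and after 30 min at RT; signal change reflects glutamate formation.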
* = called active by the depositor; i = inactive; ? = inconclusive; · = not tested or not shown; & = joins results of further samples; [ ] = dose if it differs, or a comment. Unless noted, calls come from the whole dose curve; as a rule, active = well fitted curve in the direction sought with a large enough effect; inconclusive = small, poorly fitted or top-dose-only effect, or another doubt; inactive = no such curve, though single readings can be large; an effect the other way counts as inactive or inconclusive. Potency is the fitted concentration of half-maximal effect. A portion of the library, so the mix of outcomes need not match the whole.

#	Pol iota inh	JMJD2A Tudor	HP1b binding inh	Pin1 inh	BLM inh	BAZ2B inh	G9a block	PGK inhibitor	GLS inh	smiles
1	52.3%[activator]	9.3%	37.1%[activator]	1.2%	-10.8%	-13.6%	29.6%	-0.9%	-3.4%	CC(C)CCC1(CCNC(=O)c2cccs2)CCOC(C)(C)C1 (stereo unspecified)
2	?	-5.3%[11.4 µM]	-13.8%	0.1%	-0.9%	7.5%	11.4%[12.7 µM]	-4.2%	-6.2%	CCN=C1SC(C(=O)Nc2cccc(C)c2)CC(=O)N1CC (stereo unspecified)
3	0.3%	17.9%	22.2%	4.3%	2.6%	-20.3%	-42.2%[12.7 µM]	6.5%	·	N#Cc1c(-c2ccccc2)[nH]c(=S)[nH]c1=O
4	-12.4%	-7.2%	58.5%[activator]	-1.7%	-0.5%	9.9%	3.3%[59 µM]	i	-2.1%	OC[C@H]1OC(O)[C@@H](O)[C@@H](O)[C@@H]1O (stereo partly specified)
5	29.7%	-18.3%	17.9%	?	-11.1%	-14.0%	7.2%[59 µM]	-6.0%	-4.6%	CCOC(=O)c1c(C)n(S(=O)(=O)c2ccc(C)cc2)c2ccc(NS(=O)(=O)c3ccc(C)cc3)cc12
6	2.1%	-4.7%[57.1 µM]	28.1%	10.9%	-1.1%	-10.4%	23.0%	-8.9%	-4.3%	CNC(=O)c1ccc(-n2nc(C)cc2-c2ccccc2)cc1
7	18.6%	-11.9%	1.7%	-1.3%	-4.2%	-11.4%	?	-9.8%	1.2%	O=C(Nc1ccsc1C(=O)O)c1ccccc1
8	-5.2%	-19.2%	36.6%	2.4%	0.0%[75.6 µM]	·	?	i	-2.7%	CCOC(=O)C1Oc2ccccc2C(c2ccoc2)=C1C(=O)OC (stereo unspecified)
9	38.5%[activator]	6.6%	34.9%	7.2%	-0.4%	7.7%	17.7%[2.33 µM]	-3.9%	-16.0%	CCOC(=O)Nc1ccc2c(c1)N(C(=O)CCN(CC)CC)c1ccccc1S2=O (stereo unspecified)
10	36.0%[activator]	-6.7%	33.3%	2.1%	·	·	·	-3.5%	-15.5%	OC(c1ccccc1)C(O)c1ccccc1 (stereo unspecified)
11	-21.9%	56.2µM*	1.4%	7.9%	-26.6%	-34.9%	?	-7.2%	-6.6%	Nc1ccc(OCCCc2c(N)nc(N)nc2N)cc1
12	110.8%[activator]	-25.6%	?	-3.3%	0.6%	-27.7%	15.7%	i	-5.1%	Cc1ccc(OCc2csc(N)n2)cc1
13	?	-11.0%	16.8%	26.0%	-12.7%	-29.5%	5.8%	-5.6%	8.6%	Cc1sc2nc(SCC(=O)Nc3ccc(S(N)(=O)=O)cc3)[nH]c(=O)c2c1C
14	28.3%	-11.0%	16.0%	1.5%	·	11.8%	27.0%[2.33 µM]	-6.1%	2.4%	COc1ccc(CNC(=O)CN(C)S(=O)(=O)c2ccc3c(c2)OCCO3)cc1OC
15	-2.2%	-18.8%	70.7%[activator]	-1.3%	25.9%	6.8%	-12.5%[59 µM]	i	0.7%	CCCn1c2c(c(O)c(C(=O)NCCCN(CC)CC)c1=O)CCCC2

JMJD2A Tudor, entries above that show a hit
#	Pol iota inh	JMJD2A Tudor	HP1b binding inh	Pin1 inh	BLM inh	BAZ2B inh	G9a block	PGK inhibitor	GLS inh	smiles
11	-21.9%	56.2µM*	1.4%	7.9%	-26.6%	-34.9%	?	-7.2%	-6.6%	Nc1ccc(OCCCc2c(N)nc(N)nc2N)cc1

The results go on:
#	Pol iota inh	JMJD2A Tudor	HP1b binding inh	Pin1 inh	BLM inh	BAZ2B inh	G9a block	PGK inhibitor	GLS inh	smiles
16	-18.6%	-29.6%	14.4%	0.1%	-3.9%	?	-10.6%[2.33 µM]	3.2%	39.7%[activator]	COc1ccccc1/C=C1\SC(=S)N(NS(=O)(=O)c2ccccc2)C1=O
17	19.1%	-1.4%	44.8%[activator]	-0.6%	-0.9%	-2.7%	-11.4%	2.5%	-1.3%	CCOC(=O)c1[nH]ncc1CN1CCC(Cc2cccc(OC)c2)(C(=O)OCC)CC1
18	21.1%	1.7%	26.9%	6.0%	-3.2%	?	-47.8%[59 µM]	7.4%	-0.1%	COCCCNC(=O)CCCOc1ccccc1
19	5.5%	-23.0%	8.5%	-11.3%	·	-33.4%	?	-7.8%	7.8%	CSc1ccc(S(=O)(=O)NCC(=O)OCC(=O)N(C)C2CCCCC2)cc1[N+](=O)[O-]
20	1.4%	-2.1%	16.0%	-0.6%	4.6%	10.8%	-47.6%	-7.4%	-0.8%	COc1ccc(Cc2nnc(SC)[nH]c2=O)cc1
21	73.9%[activator]	-12.0%	2.0%	0.1%	-2.8%	-22.6%	-6.6%	6.4%	-4.7%	O=[N+]([O-])c1ccc(S(=O)(=O)N(CC(O)CN2CCCCC2)c2ccccc2)cc1 (stereo unspecified)
22	3.6%	0.7%	12.8%	9.6%	·	13.1%	-1.8%	-4.9%	-2.0%	S=C(NCCc1ccccc1)N1CCN(C(=S)NCCc2ccccc2)CC1
23	-8.7%	?	-5.6%	-7.7%	-6.0%	-0.2%	4.1%[59 µM]	-7.5%	-0.4%	CC(=O)OC[C@H]1O[C@@H](Sc2cccc3cccnc23)[C@H](OC(C)=O)[C@@H](OC(C)=O)[C@H]1OC(C)=O
24	-15.8%	-0.7%	14.6%[57 µM]	-1.5%	·	·	·	-3.6%	13.1%	Cc1cccc(C(=O)OCC(=O)N2CCN(C(=O)c3ccco3)CC2)c1O
25	1.8%	?	-20.8%	1.9%	-2.5%	-2.0%	9.1%[59 µM]	1.4%	0.8%	CCOCCn1c(SCCCc2ccccc2)nc2c1c(=O)[nH]c(=O)n2C
26	12.3%	?	-2.6%	?	-18.6%	70.8µM*	?	i	-4.6%	COCCNc1nc(-c2ccc(OC)cc2)c(-c2ccc(OC)cc2)s1
27	59.8%[activator]	-16.8%	13.9%	0.9%	0.8%	?	?	9.8%	3.7%	C=CCc1ccc(OCCCCOc2ccc(C(=O)O)cc2)c(OC)c1
28	42.0%[activator]	-12.0%	-2.3%	3.7%	-3.6%	4.5%	-10.6%[59 µM]	15.0%	-0.3%	COc1ccc(CNC(=O)CN(C(=O)CCC(=O)Nc2nccs2)c2ccc(C)cc2)cc1
29	17.7%	?	28.5%	-0.2%	·	1.8%	-33.5%	i	0.0%	COc1cc2c(cc1OC)CN(S(=O)(=O)c1ccc(Cl)nc1)CC2
30	3.6%	-13.0%	11.8%	-2.3%	-2.2%	3.9%	3.1%[59 µM]	-1.7%	23.7%	CCOC(=O)c1cc2n(n1)C(C(F)(F)F)CC(C)N2 (stereo unspecified)
31	20.7%	-3.2%[57.1 µM]	42.3%[activator]	-3.6%	0.5%	0.1%	11.1%[59 µM]	-7.7%	-0.3%	Cc1ccc(S(=O)(=O)N2CC(O)C[C@H]2C(=O)OCC(=O)c2ccccc2)cc1 (stereo partly specified)
32	17.0%	-4.3%	36.0%	-0.8%	-9.4%	-3.7%	-3.3%	-15.2%	-1.0%	C=CCNC(=O)C1CC(=O)N(c2ccc(OCc3ccc(F)cc3)cc2)C1 (stereo unspecified)
33	?	0.0%	21.3%	0.0%	2.3%	-3.0%	6.0%	-2.7%	-3.2%	CCN1CCN(C(C(=O)NC2CCCC2)c2ccc(Cl)cc2)CC1 (stereo unspecified)
34	55.6%[activator]	?	38.3%	-0.4%	-2.4%	3.4%	25.8%	-2.1%	4.8%	CCC(CC)C(=O)c1c[nH]c(C(=O)NCc2ccncc2)c1
35	-12.3%	-4.1%	31.6%	-6.9%	·	9.6%	-7.7%[59 µM]	5.4%	-2.5%	CCCCn1c(N)c(N(Cc2ccccc2OC)C(=O)COc2ccc(C)cc2)c(=O)[nH]c1=O
36	14.4%	-14.2%	25.7%	-6.6%	-0.1%	3.4%	-13.5%	0.6%	32.9%[activator]	CCc1cc(=O)oc2c(CN3CCN(C)CC3)c(O)c(Cl)cc12
37	-12.4%	8.9%	35.6%	4.9%	-2.9%	-10.5%	-41.8%	-1.0%	-7.7%	CN1CCN(C(=S)Nc2ccc(Cl)cc2)CC1
38	-2.5%[58.9 µM]	-30.5%	2.0%	13.9%	-10.7%	7.7%	-39.1%	i	26.5%	CCOC(=O)N1CCC(Nc2c(Nc3cccc(CC)c3)c(=O)c2=O)CC1
39	-21.8%	-0.7%	40.5%[activator]	0.2%	-2.6%	-7.9%	·	-3.2%	-7.1%	c1ccc(CCN2CCN=C2Nc2ccccc2)cc1
40	100.8%[activator]	2.5%	50.7%[activator]	-0.1%	-1.3%	0.4%	?	1.0%	-8.4%	CSC1=NC(C(Cl)(Cl)Cl)N=C(c2ccccc2)N1 (stereo unspecified)
41	-5.5%	-15.8%	10.2%	-1.8%	-2.6%	-3.3%	23.2%[59 µM]	i	16.4%	O=C(COC(=O)C1CCC(=O)N1)Nc1ccc(Br)cc1 (stereo unspecified)
42	8.7%	-12.3%	8.5%	-2.4%	5.2%	37.7%[activator]	23.1%[59 µM]	-8.7%	24.0%	CCc1c(C)nc2cc(-c3cc(OC)cc(OC)c3)nn2c1N1CCN(CCN2CCOCC2)CC1
43	-21.5%&17.5%	24.5%&-20.7%	68.2%&30.4%[activator]	-2.6%&-4.1%	0.3%&-1.4%	?	-3.1%[59 µM]	-5.5%&-3.4%	-11.0%&0.5%	CC(=O)c1cccc(NC(=O)CCS(=O)(=O)c2cc3c(cc2C)NC(=O)CO3)c1
44	16.9%	-18.8%	69.1%[activator]	-4.9%	-5.7%	49.3%[activator][57.1 µM]	11.2%[59 µM]	i	1.0%	CCC(C)NC(=O)CCC(=O)N1Cc2ccccc2Oc2ncccc21 (stereo unspecified)
45	14.2%	-29.7%	-9.5%	-2.1%	-2.6%	-8.7%	-5.5%[59 µM]	-2.5%	5.8%	Cc1ccc(Cn2c(C(=O)O)c(CNC3CCCCC3)c3ccc(C)cc32)cc1
